Bioassay records: PubChem, The Scripps Research Institute Molecular Screening Center
M4 ag: CHRM4 agonism in calcium assay; CHO-K1 hM4/Gqi5, Fluo-8 calcium fluorescence; vehicle 0%, full acetylcholine response 100%; P08173; activation, % at 3 µM; 360,000 compounds, 0.14% hits;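 active means activation above the run mean over all test wells plus 3 SD, cut at about 32% in these data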;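 further: peak over basal fluorescence ratio per well then scaled between controls; 0% = DMSO wells and 100% = acetylcholine at EC100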
Target sequence (P08173 whole entry, looked up): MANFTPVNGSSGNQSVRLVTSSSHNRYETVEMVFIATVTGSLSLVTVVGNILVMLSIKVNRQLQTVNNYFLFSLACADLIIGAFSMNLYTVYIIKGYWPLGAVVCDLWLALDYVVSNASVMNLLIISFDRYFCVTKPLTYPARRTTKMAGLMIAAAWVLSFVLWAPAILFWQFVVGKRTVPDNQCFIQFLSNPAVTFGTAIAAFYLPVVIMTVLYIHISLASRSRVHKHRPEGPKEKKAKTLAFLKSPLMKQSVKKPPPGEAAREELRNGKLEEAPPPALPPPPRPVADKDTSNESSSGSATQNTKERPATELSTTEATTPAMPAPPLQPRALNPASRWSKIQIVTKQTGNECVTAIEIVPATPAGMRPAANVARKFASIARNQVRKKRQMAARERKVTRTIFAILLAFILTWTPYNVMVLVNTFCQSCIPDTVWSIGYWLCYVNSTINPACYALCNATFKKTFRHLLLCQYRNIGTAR
M4 antag: CHRM4 antagonism in calcium assay | P08173 | CHO-hM4 cells, ACh EC80, Fluo-8 calcium fluorescence | inhibition, % at 3 µM | 360,000 compounds, 0.73% hits | AID 624125;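 active means inhibition above its plate's cutoff, the mean inhibition of sample wells plus 3 SD, cut at about 27% in these data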;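 further: 0% = acetylcholine EC80 with DMSO and 100% = DMSO without agonist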
M5 antag: blocks acetylcholine activation of human M5 receptor | CHO-hM5 cells, Fluo-8 calcium fluorescence, ACh EC80 | P08912 | 360,000 compounds, 0.59% hits | inhibition, % at 3 µM;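 active means inhibition above a per-plate cutoff, the mean of that plate's test compounds plus 3 SD, cut at about 27% in these data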;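 further: 0% = acetylcholine EC80 with DMSO and 100% = DMSO without agonist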
CHRM1 antagonist: blocks human M1 muscarinic receptor; P11229; 360,000 compounds, 1.3% hits; CHO-K1 hM1, Fluo-8 calcium fluorescence, ACh EC80 antagonist; inhibition, % at 3 µM;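 active means percent inhibition above its own plate's cutoff, namely the mean of that plate's compound wells plus 3 SD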;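 further: peak over basal fluorescence ratio during 140 s after agonist addition; 0% = ACh EC80 plus DMSO and 100% = DMSO alone without agonist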
CHRM1 agonist: activates human CHRM1 receptor; P11229; AID 588814; CHO-K1 hM1, Fluo-8 calcium fluorescence, agonist mode; 0% DMSO, 100% acetylcholine EC100; 360,000 compounds, 0.33% hits; activation, % at 3 µM;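 active means activation above the run's mean compound activation plus 3 SD, cut at about 16% in these data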;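 further: peak over basal fluorescence ratio within a 140 s kinetic read after compound addition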
TAAR1 agonist: agonists of human TAAR1. Q96RJ0. CHO RD-HGA16 TAAR1, Fluo-8 calcium fluorescence; vehicle wells 0%, saturating PEA agonist 100%. activation, % at 3 µM. 360,000 compounds, 0.99% hits;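 active means activation above the mean activation of all test compounds in the run plus 3 SD, cut at about 38% in these data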
Target sequence (Q96RJ0 whole entry, looked up): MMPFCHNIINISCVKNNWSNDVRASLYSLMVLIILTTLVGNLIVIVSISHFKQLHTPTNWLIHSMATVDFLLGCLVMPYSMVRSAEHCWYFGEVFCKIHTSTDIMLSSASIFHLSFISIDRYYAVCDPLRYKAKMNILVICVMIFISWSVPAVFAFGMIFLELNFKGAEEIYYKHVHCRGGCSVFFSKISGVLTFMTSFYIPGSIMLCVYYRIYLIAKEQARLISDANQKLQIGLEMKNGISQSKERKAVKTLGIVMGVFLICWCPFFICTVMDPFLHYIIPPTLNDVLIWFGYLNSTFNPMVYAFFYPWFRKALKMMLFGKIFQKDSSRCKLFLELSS
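Assay system – CHO-derived RD-HGA16 cells with stable Gα16 and human TAAR1 · Compound dosing – one-point dosing at 3 µM (nominal) · Incubation – 17-24 h seeding, 75 min 37 °C dye, 30 min RT · Measured by – kinetic Fluo-8 calcium fluorescence · Control set – DMSO vehicle as 0%, PEA at EC100 as 100% · Repeats – single well for each compound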
CHRM5 agonist: CHRM5 agonism in calcium assay; CHO-K1 hM5 cells, Fluo-8 calcium fluorescence; 0% DMSO wells, 100% maximal acetylcholine response; AID 624037; 360,000 compounds, 0.19% hits; P08912; activation, % at 3 µM;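 active means activation above the run's mean over test compounds plus 3 SD, cut at about 23% in these data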;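 further: signal is peak over basal fluorescence ratio across the kinetic read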
M5 PAM: potentiates acetylcholine response at human M5 receptor; CHO-K1 hM5, Fluo-8 calcium, ACh EC20 PAM; 0% = ACh EC20, 100% = ACh EC100; P08912; 360,000 compounds, 0.3% hits; activation, % at 3 µM;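 active means activation above the run cutoff, the mean activation of all test compounds plus 3 SD, cut at about 18% in these data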
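system = human M5 receptor in CHO-K1 cells | compound = one concentration, 3 µM final (nominal) | schedule = Post-acetylcholine fluorescence recording 140 s | signal = Fluo-8 calcium dye fluorescence, kinetic read | benchmarks = low control EC20 acetylcholine (0%), high control EC100 acetylcholine (100%) | repeats = singlicate, one well per test compound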
CHRM1 PAM: human CHRM1 positive allosteric modulation; P11229; CHO-K1 hM1, Fluo-8 calcium fluorescence, ACh EC20; 0% = ACh EC20, 100% = maximal ACh; activation, % at 3 µM; 360,000 compounds, 0.088% hits; in the data active means activation above about 19%, passing the limit was not always enough
Active calls of the source: *; & = joins results of further samples. An excerpt. The share of hits here may be higher or lower than overall.

SMILES	M4 ag	M4 antag	M5 antag	CHRM1 antagonist	CHRM1 agonist	TAAR1 agonist	CHRM5 agonist	M5 PAM	CHRM1 PAM
Cc1cc(NC(=O)CN2C(=O)NC(CCc3ccccc3)C2=O)no1 (stereo unspecified)	2	4	7	-17	-3	9	1	2	13
O=C(CNC(=O)c1cc(=O)[nH]c2ccccc12)Nc1ccc(F)c(F)c1	0	5	4	-11	2	7	2	0	15
CCNC(=S)NNC(=O)c1cccs1	0	7	-1	8	-2	4	1	1	1
CC(C)N(Cc1ccccc1)C(=O)COC(=O)C1CCCCC1	1	-12	16	-2	-7	-1	-1	-6	1
Cc1ccc(S(=O)(=O)N(CC(=O)N/N=C/c2ccco2)c2cc(Cl)cc(Cl)c2)cc1	-1	-9	-8	-7	-1	6	-3	2	-1
CC1(CCc2ccccc2)NC(=O)N(Cc2cc([N+](=O)[O-])cc3c2OCOC3)C1=O (stereo unspecified)	4	-3	-5	-8	-2	4	4	6	3
O=C(NC1CCN(S(=O)(=O)c2cccc(Cl)c2)CC1)C1CCCCC1	0	-3	-4	-5	-6	-5	-1	6	10
COc1cccc(/C=N/NC(=O)CNC(=O)/C=C\c2ccccc2)c1O	8	-7	9	-7	-2	8	-2	-4	1
CN(C)S(=O)(=O)N1CCc2ccc(NC(=O)c3ccc(C(F)(F)F)cc3)cc2C1	11	10	9	2	-2	5	4	-6	-4
Cc1ccc(S(=O)(=O)Nc2cccc(N(C)S(C)(=O)=O)c2)cc1[N+](=O)[O-]	8	8	12	6	0	7	7	-6	-10
COc1cc(NC(=O)CN2C(=O)CSc3ccc(S(=O)(=O)N4CCCC4)cc32)cc(OC)c1	1	-9	-3	-11	-6	1	-3	-3	6
CCOC(=O)Cc1c(C)nc2c(-c3ccc(Cl)cc3)c(C)[nH]n2c1=O	1	-6	3	0	-5	-1	-1	1	4
CCOC(=O)c1ccc(NC(C)=O)c([N+](=O)[O-])c1	1	-3	1	-2	-4	2	2	2	3
CSCCC(NC(=O)c1ccc(Cl)cc1)C(=O)OCC(C)=O (stereo unspecified)	-1	-9	-8	-14	-13	4	-6	-8	2
Cc1cc(C)c(C)c(S(=O)(=O)NCC(=O)N2CCCC2)c1C	2	6	-7	-3	-8	5	-6	6	9
Cc1ccccc1NC(=O)c1ccc(C)c(S(=O)(=O)N2CCN(C)CC2)c1	0	-10	-2	-8	-2	0	3	4	1
Cn1c(=O)c2c(nc(SCc3cccnc3)n2Cc2ccccc2)n(C)c1=O	3	-5	-1	-25	-6	10	-4	-1	2
Cc1nnc2sc(-c3cccc(NC(=O)c4cccnc4)c3)nn12	0	3	1	9	-4	4	4	2	-3
O=C(CSc1nnc(-c2ccc3c(c2)OCO3)n1-c1ccccc1)c1ccc(Cl)cc1	0	-6	-3	1	-4	4	0	-1	1
CCOC(=O)c1nnn(CC(=O)NC(=O)Nc2ccc(F)cc2)c1C(=O)OCC	2	2	12	10	4	4	-3	-6	1
CCOc1ccc(CCN2C(=S)N([C@@H](CC(C)C)CN3CCC[C@@H]3CN3C(=S)NC[C@@H]3Cc3ccccc3)C[C@@H]2Cc2ccc(O)cc2)cc1	0	-29	0	-2	-4	0	-2	-5	6
COc1ccc(CNc2ncc(-c3ccc(Cl)cc3)n2C)c(OC)c1OC	1	9	-11	0	-9	1	-21	0	-14
Cc1nc2sc(C(=O)c3ccccc3)c(N)c2c2c1CCCC2	7	30*	5	-5	-11	1	-3	-2	4
CCOC1=C2[C@H](c3ccc(Cl)cc3)N(S(=O)(=O)c3ccc(C)cc3)C[C@H]2n2c(=O)n(-c3ccccc3)c(=O)n2C1	1	3	8	-6	0	0	2	-5	5
O=S1(=O)CCO[C@H]2Cc3ccccc3[C@H]2N1Cc1ccccc1Br	-1	-3	2	-18	-5	5	-2	4	12
Continued:
SMILES	M4 ag	M4 antag	M5 antag	CHRM1 antagonist	CHRM1 agonist	TAAR1 agonist	CHRM5 agonist	M5 PAM	CHRM1 PAM
COc1ccc(-n2nc(C(=O)NCC(=O)NCC3CCCO3)c3ccccc3c2=O)cc1 (stereo unspecified)	2	-11	-1	5	-4	2	3	2	-4
COc1cc(F)ccc1-c1csc(C(C)(O)c2ccccc2)n1 (stereo unspecified)	-2	-9	10	10	-6	-2	-6	-3	-8
NNC(=O)CCN(Cc1ccco1)S(=O)(=O)c1ccc(Cl)cc1	6	0	14	3	-6	8	1	-8	1
COc1cc([N+](=O)[O-])cc(/C=N/NC(=O)c2ccc(NC(=O)c3ccc(C)cc3)cc2)c1O	0	3	6	-10	-9	4	-4	-3	9
Cc1ccc(F)cc1NC(=O)N1CCN(C2c3ccccc3-c3ccccc32)CC1	5	9	-8	-10	4	27	5	15	9
COc1cccc(-c2ccc3c(c2)N(Cc2ccc(F)cc2)C(=O)C(C)S3)c1 (stereo unspecified)	-1	-6	3	-7	-3	2	0	-3	1
Cn1nc(C(=O)OCC(=O)NCc2ccc(Cl)cc2Cl)c2ccccc2c1=O	1	-11	9	0	-2	1	1	-6	5
O=C(Cn1cnc2c(oc3ccccc32)c1=O)NCc1ccco1	1	-10	1	-12	-5	16	3	-7	5
CCN(CC)S(=O)(=O)c1ccc2c(c1)nc(SCC(=O)N(C)C1CCS(=O)(=O)C1)n2CC (stereo unspecified)	0	-5	4	-2	-3	-1	2	-6	-2
CCCn1c(=S)[nH]c2cc(C(=O)N3CCCC(C(=O)OCC)C3)ccc2c1=O (stereo unspecified)	4	-3	2	-1	8	8	2	-10	-1
Cc1ccc(C)c(CN2C(=O)c3ccccc3S(=O)(=O)c3ccc(C(=O)N4CCN(C)CC4)cc32)c1	1	1	17	-15	-5	2	-3	-2	11
COc1ccc(/C=N/Nc2cc(N(C)C)nc(N(C)C)n2)cc1	1	-8	3	-7	-7	7	-3	2	8
O=C(Nc1ccc(C(=O)N2CCCCC2)cc1)Nc1cccc(Cl)c1	6	2	3	20	4	5	-1	-5	-5
COc1ccccc1NC(=O)c1ccc(COc2ccccc2OC)cc1	5	-3	4	7	-5	0	-11	-2	-6
CC1CC(C)CN(C(=O)c2cc(-c3ccccn3)nc3ccccc23)C1 (stereo unspecified)	2	7	-1	-14	-3	4	-7	1	11
CN(C)c1ccc(CNC(=O)/C=C/[C@H]2O[C@@H](n3cnc4c(NC(=O)c5ccccc5)ncnc43)[C@H](O)[C@@H]2O)cc1	0	-11	-2	-1	-7	1	1	-3	6
Cc1ccc(-c2nc(SCC(N)=O)c(C#N)c3c2CCCC3)cc1	-3	-3	-4	-4	-4	17	-1	-2	4
CCOC(=O)c1cnn(-c2nc(-c3ccc(F)cc3)cs2)c1C(F)(F)F	0	17	-3	-1	-6	11	1	1	-1
O=C(CCC(=O)Nc1ccccc1Cl)NNC(=O)Nc1cccc([N+](=O)[O-])c1	1	-6	7	-2	-2	-1	-1	-5	5
Cc1ccccc1OCC(=O)OCC(=O)NCc1ccc2c(c1)OCO2	2	0	23	-2	-2	1	0	-11	0
COc1ccc(C(=O)N2CCNC(=O)C2CC(=O)Nc2ccc(C)cc2)cc1 (stereo unspecified)	1	-15	2	-8	-4	-1	-1	3	11
O=C(NC1CCCc2ccccc21)c1ccc(Br)cc1 (stereo unspecified)	-2	-9	-5	-5	-8	-2	-7	-6	6
O=C(Cn1c(=O)oc2ccccc21)NC(=O)NCc1ccccc1	4	5	0	-9	9	34	7	-6	8
COc1cccc2c(Cl)c(CCCl)c(C)nc12	2	6	4	8	0	2	-1	7	3
CSCCC(NS(=O)(=O)Cc1ccccc1)C(=O)NNc1ccccc1 (stereo unspecified)	2	0	-4	10	-2	2	1	3	-5

Some of the entries above, set out differently:
Sequence of screens – M4 ag	M4 antag	M5 antag	CHRM1 antagonist	CHRM1 agonist	TAAR1 agonist	CHRM5 agonist	M5 PAM	CHRM1 PAM
- O=C(Nc1ccc(C(=O)N2CCCCC2)cc1)Nc1cccc(Cl)c1
  6	2	3	20	4	5	-1	-5	-5
- COc1ccccc1NC(=O)c1ccc(COc2ccccc2OC)cc1
  5	-3	4	7	-5	0	-11	-2	-6
- CC1CC(C)CN(C(=O)c2cc(-c3ccccn3)nc3ccccc23)C1 (stereo unspecified)
  2	7	-1	-14	-3	4	-7	1	11

(next part)
SMILES	M4 ag	M4 antag	M5 antag	CHRM1 antagonist	CHRM1 agonist	TAAR1 agonist	CHRM5 agonist	M5 PAM	CHRM1 PAM
COc1cccc(C(=O)Nc2nnc(SCC(=O)NC3CCCC3)s2)c1	1	13	10	-11	-2	13	-2	0	12
COc1ccc(N2CCN(C(=O)CNC(=O)c3nn(-c4ccc(OC)cc4)c(=O)c4ccccc34)CC2)cc1	7	2	10	-4	-5	2	0	-4	-1
CC(=O)Oc1ccc2occ(/C=N/c3cc(=O)[nH]c(=S)[nH]3)c(=O)c2c1	-2	-1	6	-4	-5	-2	-3	-6	0
COc1cc(/C=N/n2c(C)n[nH]c2=S)ccc1OCc1ccccc1	1	-10	-3	-4	-5	5	-2	7	4
Cc1cc2oc(=O)cc(-c3ccccc3)c2c(C)c1-c1ccc(O)cc1	-2	0	-6	8	-4	0	0	0	-3
CC(C)NC(=O)c1cc(-c2ccc(Br)cc2)on1	5	1	0	27	-9	8	-1	-1	-23
COc1ccccc1NC(=O)c1csc(-n2nc(C)cc2C(F)(F)F)n1	0	1	3	-10	-3	2	-3	-2	10
O=C(N/N=C/c1ccc(O)cc1O)c1ccc(NC(=O)C2CCCCC2)cc1	1	6	-8	-7	-3	9	2	5	5
CC(C)N(C(=O)Nc1ccc2nccnc2c1)C(C)C	0	-3	-7	-29	-1	4	0	0	6
C[C@]1(C2CCCC2)Cc2cc(OCC(=O)O)c(Cl)c(Cl)c2C1=O	1	9	1	-2	1	0	-1	-3	-5
Cc1cc(C)cc(OCC(=O)Nc2ccccc2C(=O)NCc2ccco2)c1	2	4	0	3	-2	5	-8	-8	1
Oc1c(Br)cc(Br)cc1C=Nc1cccc2ncccc12	0	6	14	-6	-2	1	3	-3	6
COc1ccc(C2/C=C\CN(S(=O)(=O)c3cccs3)CC(=O)N2Cc2ccc(F)cc2)cc1 (stereo unspecified)	6	-10	-8	0	-2	11	2	5	2
COc1ccc(-n2c(=S)[nH]c3cc(C(=O)NCc4ccco4)ccc3c2=O)cc1OC	0&1	5&-1	-1&11	-13&-2	-2&-4	5&9	-2&-1	-5&-4	3&10
COC(=O)c1c(NC(=O)CN2C(=O)C(=O)N(CC(C)C)C2=O)sc2c1CCCCC2	0	-1	-2	4	-5	1	0	2	4
COc1ccc(CNC(=O)CCc2nnc3ccc(NCCCN4CCCC4=O)nn23)cc1	2	-4	6	7	-5	0	-3	-1	-4
CCOC(=O)c1c(C#N)cnn1-c1ccc(C)cc1	0	-4	17	0	-5	13	-3	0	1
COC(=O)c1c(S(N)(=O)=O)c2ccccc2n1C	1	0	0	2	-5	13	-4	-3	-1
CC(C)(C)OC(=O)N1CCC(c2cc(=O)n3[nH]cc(C(=O)NC4CCCC4)c3n2)CC1	-1	-15	-5	-5	13	-2	0	5	26*
CCOc1ccc(NC(=O)CSc2cn[nH]n2)cc1	1	-11	-3	-3	-3	4	1	0	2
CC1CCCN(C(=O)Cn2c(-c3nonc3N)nc3ccccc32)C1 (stereo unspecified)	5	-2	5	-3	-3	11	1	-7	1
